procasp7 counter: procaspase-7 activators, primary screen, counter-screen for procaspase-3 activator project, biochemical, absorbance, HTS, human; Caspase-7 (Homo sapiens), P55210; recombinant procaspase-7, Ac-DEVD-pNA absorbance 405 nm; D23A/D198A/D206A triple mutant, cannot self-cleave; scale: DMSO 0, 5 µM enzyme 100; activation, % at 8.5 µM; 0.093% of 330,000 active;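 active = percent activation above the screen-wide mean plus 3 SD, cut at about 25% in these data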
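System: Uncleavable procaspase-7 mutant enzyme; Amount: 2 µM procaspase-7 mutant as dispensed; Schedule: 1 h compound preincubation, 2 h substrate cleavage, 25 °C; Measured by: 405 nm absorbance of p-nitroaniline; Evaluation: percent activation from buffer-corrected 0–120 min absorbance change; Control set: low DMSO alone, high DMSO plus 5 µM PC-7.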
proCasp3 act: activators of human procaspase-3 D3A mutant, primary screen, biochemical, absorbance, PC-3 D3A mutant, single concentration | Caspase-3 (Homo sapiens), P42574 | recombinant procaspase-3 D3A, Ac-DEVD-pNA absorbance 405 nm | activation, % at 8.5 µM | 0.11% of 330,000 active | AID 463141, 2010;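 active = activation above the mean of all tested compounds plus 3 SD, cut at about 21% in these data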;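 also: 0% = DMSO alone and 100% = DMSO wells spiked with extra 5 µM PC-3 D3A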
Target sequence (P42574 whole entry D9A/D28A/D175A): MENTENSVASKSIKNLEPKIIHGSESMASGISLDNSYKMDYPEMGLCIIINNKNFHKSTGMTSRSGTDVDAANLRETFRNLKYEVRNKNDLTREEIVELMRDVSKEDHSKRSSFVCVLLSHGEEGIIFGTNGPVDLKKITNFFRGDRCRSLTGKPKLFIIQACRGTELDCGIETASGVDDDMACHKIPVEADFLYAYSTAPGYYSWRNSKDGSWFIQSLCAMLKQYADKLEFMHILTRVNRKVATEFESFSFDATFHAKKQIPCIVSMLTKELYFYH
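Test system: Procaspase-3 D3A mutant; medium: Zinc-free HEPES/NaCl buffer with 0.01% Triton X-100 at pH 7.4; reagent: DEVD-pNA substrate; doses: one concentration, 8.5 µM nominal, 0.8% DMSO; times: 1 h preincubation plus 2 h reaction at 25 °C; signal: Epi-absorbance at 405 nm of released p-nitroaniline, 0 and 120 min; replicates: singlicate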
MEP2-GFP yeast: modulators of MEP2-GFP levels in yeast, primary screen, S. cerevisiae, multiplex flow cytometry, MLPCN library; S. cerevisiae MEP2-GFP strain, 3 h; 100% = DMSO control level; GFP response vs DMSO, % at 10 µM; 0.51% of 330,000 active;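 active = GFP response versus DMSO above a set limit, roughly screen mean plus 3 SD, cut at about 180% in these data; inconclusive = fewer than 70 cells counted for a yeast strain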;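 also: median GFP fluorescence of the barcode-gated MEP2-GFP cells per well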
GASC-1 inh: inhibitors of GASC-1 histone demethylase, primary screen, biochemical, fluorescence, DELFIA europium; Lysine-specific demethylase 4C (Homo sapiens), Q9H3R0; 0.069% of 330,000 active; GST-JMJD2C(1-420) H3K9me3 demethylation; inhibition, % at 2.35 µM;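 active = more than half of a compound's replicate wells show inhibition beyond 50%, single wells judged on their own value; inconclusive = some, but no more than half, of replicates pass 50% inhibition; inactive = no replicate passes 50% inhibition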;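 also: signal counts dimethyl H3K9 product captured on neutravidin plate; 0% = median of DMSO wells and 100% = 0.3 times that DMSO median; strong numbers were not always called active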
RPL19A TOR yeast: RPL19A-GFP expression modulators in yeast, primary screen, cell-based, S. cerevisiae, multiplex flow cytometry, MLPCN; S. cerevisiae RPL19A-GFP strain, 3 h; hits give low values; percent response vs DMSO, % at 10 µM; 0.3% of 330,000 active; AID 2025, 2009;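 active = percent response vs DMSO below 50%; inconclusive = fewer than 70 events counted for the yeast strain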;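 also: median channel GFP fluorescence of the barcoded RPL19A-GFP strain; ratio of sample median GFP to plate DMSO average so 100% = DMSO; lower means less RPL19A-GFP as with rapamycin TOR inhibition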
CR mimetic SO: reduction of superoxide in aged yeast, primary screen, HTS; AID 2690, 2010; S. cerevisiae aged cells, superoxide DHE fluorescence; hits give low values; 0.18% of 330,000 active; superoxide response (% of plate mean), % at 10 µM;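 active = superoxide response under a set limit, about three screen SD below normal, cut at about 65% in these data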;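 also: yeast aged for seven days with compound at 30 °C before DHE staining; 100% = average MFI of all compound-treated wells on the plate with controls excluded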
AHR activator: AHR activators, primary screen, cell-based, luminescence, luciferase reporter, human; AHR-responsive luciferase reporter cells; activation, % at 5 µM; 2.5% of 320,000 active; in the data active = activation above about 47%;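 also: 0% = vehicle wells and 100% = reference agonist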
Target sequence (P35869 whole entry, looked up): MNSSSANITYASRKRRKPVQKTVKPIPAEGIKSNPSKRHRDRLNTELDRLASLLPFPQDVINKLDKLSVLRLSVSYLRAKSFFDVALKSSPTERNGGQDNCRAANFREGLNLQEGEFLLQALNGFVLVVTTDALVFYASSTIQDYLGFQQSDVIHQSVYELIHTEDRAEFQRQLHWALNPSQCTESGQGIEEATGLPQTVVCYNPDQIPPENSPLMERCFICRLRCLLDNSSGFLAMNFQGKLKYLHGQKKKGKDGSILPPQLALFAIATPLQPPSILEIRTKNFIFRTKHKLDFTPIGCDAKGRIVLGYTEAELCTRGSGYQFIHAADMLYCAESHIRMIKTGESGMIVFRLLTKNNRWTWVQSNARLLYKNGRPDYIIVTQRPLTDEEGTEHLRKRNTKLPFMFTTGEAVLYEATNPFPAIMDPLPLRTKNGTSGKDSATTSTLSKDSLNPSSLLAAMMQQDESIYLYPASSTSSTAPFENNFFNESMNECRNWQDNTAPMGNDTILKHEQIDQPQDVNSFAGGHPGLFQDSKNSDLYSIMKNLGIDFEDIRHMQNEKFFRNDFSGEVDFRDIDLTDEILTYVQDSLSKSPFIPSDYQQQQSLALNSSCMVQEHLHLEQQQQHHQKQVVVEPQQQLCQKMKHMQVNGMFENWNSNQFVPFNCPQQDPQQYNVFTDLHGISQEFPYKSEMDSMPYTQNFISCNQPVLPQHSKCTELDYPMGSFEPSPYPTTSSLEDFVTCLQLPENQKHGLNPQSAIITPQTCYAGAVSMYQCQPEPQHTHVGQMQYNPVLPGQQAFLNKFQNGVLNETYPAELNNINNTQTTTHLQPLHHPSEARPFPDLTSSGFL
LAP4-GFP MLPCN: modulators of LAP4-GFP expression in yeast, primary screen, S. cerevisiae, multiplex flow cytometry, MLPCN library; 3 h; median GFP as percent of DMSO wells; GFP response vs DMSO, % at 10 µM; 0.34% of 320,000 active;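 active = GFP response vs DMSO above a set limit, about the screen mean plus 3 SD, cut at about 150% in these data; inconclusive = under 70 cell events counted for the yeast strain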
* marks the source's active call; other numbers are inactive results; ? = inconclusive; . = no result given; [ ] = remark or other dose.

SMILES	procasp7 counter	proCasp3 act	MEP2-GFP yeast	GASC-1 inh	RPL19A TOR yeast	CR mimetic SO	AHR activator	LAP4-GFP MLPCN
COc1ccc(OCCCC(=O)Nc2ccc3c(c2)OCO3)cc1	8	1	105	-11	104	91	5	108
O=C(NNS(=O)(=O)c1ccc(F)cc1)C1CCN(S(=O)(=O)c2ccccc2)CC1	-5	8	92	-2	97	95	1	111
COc1ccc(-c2nn(-c3ccccc3)cc2C(=O)NC(=S)NNC(=O)c2ccncc2)cc1	-4	0	113	.	103	126	5	150*
CSCCC(NC(=O)c1ccco1)C(=O)N1CC(C)OC(C)C1 (stereo not drawn)	7	13	108	-5	104	90	-1	106
O=C(NCc1ccc(F)cc1)c1ccc(CS(=O)Cc2ccccc2Cl)o1 (stereo not drawn)	4	6	103	-7	104	98	0	102
Cc1nn(-c2ccccc2)c(N)c1N=Nc1ccc(Cl)cc1	-5	-4	103	3	98	103	6	101
CN(CC(=O)Nc1ccc(F)cc1)C(=O)c1ccccc1OCc1ccc(F)cc1	4	1	106[may fluoresce green]	2	104[may fluoresce green]	99	-3	96[may fluoresce green]
C=CCn1c(N2CCCCCC2)nc2c1c(=O)[nH]c(=O)n2C	0	-7	106[may fluoresce red and violet]	40	?	114	1	101[may fluoresce red and violet]
O=C(Nc1nccs1)c1ccc2c(c1)OCO2	-3	4	99	-2	109	120	20	103
Cc1ccc(-n2nnnc2CN2CCCCC2)cc1	1	-6	89	9	84	100	0	91
CC(=O)N1c2ccc(S(=O)(=O)N3CCCCC3)cc2CC1C(=O)NCc1ccccc1C (stereo not drawn)	0	-3	116	16	117	90	5	111
COc1ccc(CN2CCN(Cc3nc4ccccc4s3)CC2CCO)c(C)c1C (stereo not drawn)	6	-5	96	2	94	89	5	96
Cc1cccc(N2CCN(C(=O)Cn3ccc4ccccc4c3=O)CC2)c1C	2	-4	96	0	101	117	-7	109
Cc1cc(C)n(CC(=O)N/N=C/c2ccc(C)o2)n1	-5	11	102	3	105	100	-1	108
COc1ccc2c([N+](=O)[O-])c(Cl)[nH]c2c1	-2	-2	93	-11	96	93	6	94
CCn1cc(C(=O)OCc2ccc(F)cc2)c(=O)c2ccc(C)nc21	-9	-5	100	19	98	76	3	100
Cc1cc(=O)[nH]c(SCC(=O)Nc2nnc(CC(C)C)s2)n1	8	2	101	-18	102	86	0	91
Cc1c(NC(=S)N2CCN(c3ccc(F)cc3)CC2)c(=O)n(-c2ccccc2)n1C	-5	-4	103	-10	104	90	5	105
O=S(=O)(NCCSCc1c(Cl)cccc1Cl)c1ccc2c(c1)OCCO2	6	-7	101	7	100	89	-1	100
COc1ccc(/C=C/C(=O)N(C)C2(C)CCS(=O)(=O)C2)cc1 (stereo not drawn)	7	9	101	?	100	105	1	100
C=CCn1cnnc1SCC(=O)N(C1CCCCC1)C1CCS(=O)(=O)C1 (stereo not drawn)	3	-4	115	-5	98	98	0	114
O=C(O)CC(c1cccc([N+](=O)[O-])c1)N1Cc2ccccc2C1=O (stereo not drawn)	2	-3	102	-27	106	104	-3	104
CC(=O)Nc1ccc(NC(=O)COc2ccc(S(=O)(=O)NC(C)c3ccccc3)cc2)cc1 (stereo not drawn)	6	4	89	13	95	93	0	110
Fc1ccc(CNC(=S)Nc2ccccc2Cl)cc1	-4	-4	103	10	103	89	-4	93
CCOc1ccccc1C(=O)N(Cc1ccc(C)o1)C1CCS(=O)(=O)C1 (stereo not drawn)	7	-1	102	7	97	102	0	97
C=CCNC(=S)Nc1ccccc1-c1nnc2n1CCCCC2	-2	14	100	-1	102	92	-2	93
O=C(CSCc1ccc(Br)cc1)Nc1ccc(S(=O)(=O)N2CCOCC2)cc1	-5	7	102	10	98	119	-1	104
CN(C)CCSc1nc(-c2ccccc2)nc2c1CCC2	-4	6	112	4	112	99	2	105
CCOc1cc(CNc2ccc(S(N)(=O)=O)cc2)ccc1OCC(=O)NC(C)(C)C	10	-3	96	-3	96	93	1	98
O=C1CCc2cc(S(=O)(=O)Nc3ccccc3F)ccc2N1	-12	0	99	4	99	122	-1	96
CCOc1cc(NC(=O)c2cccs2)c(OCC)cc1NC(=O)c1cccnc1	8	-3	93	-1	90	108	2	85
CCOc1ccccc1NC(=O)CN1C(=O)COc2ccccc21	5	4	106	6	102	103	2	97
COc1ccc(C(=O)NCCSc2ccccc2C)cc1	-1	-1	100	-4	100	86	6	89
O=C(CSCc1ccccc1Cl)Nc1ccc(C(=O)O)cc1	9	-2	101	-18	99	98	2	103
Cc1onc(-c2ccccc2)c1C(=O)Nc1ncc([N+](=O)[O-])s1	-5	-5	105	-3	102	123	1	103
CN1CCN(S(=O)(=O)c2ccc(NC(=O)c3cccs3)cc2)CC1	-2	7	97	-19	92	99	1	88
CNC(=O)c1ccc(Nc2nnc(-c3ccc(C)c(S(N)(=O)=O)c3)c3ccccc23)cc1	3	9	104	25	101	102	1	101
CC(c1ccc(F)cc1)n1cc(S(=O)(=O)N2CCCC2)ccc1=O (stereo not drawn)	4	4	95	9	92	111	-1	94
CC(NC(=O)C1CCN(C(=O)c2ccc(F)cc2)CC1)c1ccc(S(N)(=O)=O)cc1 (stereo not drawn)	-1	-3	113	-2	102	85	0	101
CCCC(=O)Nc1nn(CCC)c2nc3ccccc3cc12	-6	-2	102	2	101	113	24	104
Cc1ccc(-c2cc(N)nc(-c3ccccc3)c2)cc1	-4	-4	91	-5	94	94	21	73
O=C(C1=NN[C@@H]2C(=O)N(c3cccc(F)c3)C(=O)[C@H]12)c1cnccn1	-3	-22	100	-1	103	110	20	106
CN(C(=O)c1ccc(NC(=O)Cc2ccc(NC(=O)C3CCCN(C(=O)C4CC4)C3)cc2)cc1)C1CC1 (stereo not drawn)	10	2	87	7	93	82	-1	99
CC(=O)c1ccc(N=Nc2c(C)[nH][nH]c2=O)cc1	2	-6	96	-2	97	107	10	94
C=CCSc1nnc2n(-c3ccccc3OC)c(=O)c3c4c(sc3n12)CCC4	3	-2	96	-5	92	91	-3	91
CCn1c(SCC(=O)Nc2ccccc2)nc2c1c(=O)n(C)c(=O)n2C	10	3	106	-17	99	88	0	94
COc1ccc(N2C(=O)CCC(C(=O)c3ccccc3)=C2C)cc1	4	-94	102	-45	93	83	0	102
O=C(CCn1c(=O)oc2ccc(Cl)cc21)N1CCN(Cc2ccccc2)CC1	14	8	113	8	109	99	2	101

Gathered by group: the compounds so far with a nitro group on carbon
SMILES	procasp7 counter	proCasp3 act	MEP2-GFP yeast	GASC-1 inh	RPL19A TOR yeast	CR mimetic SO	AHR activator	LAP4-GFP MLPCN
COc1ccc2c([N+](=O)[O-])c(Cl)[nH]c2c1	-2	-2	93	-11	96	93	6	94
O=C(O)CC(c1cccc([N+](=O)[O-])c1)N1Cc2ccccc2C1=O (stereo not drawn)	2	-3	102	-27	106	104	-3	104
Cc1onc(-c2ccccc2)c1C(=O)Nc1ncc([N+](=O)[O-])s1	-5	-5	105	-3	102	123	1	103

Following part.
SMILES	procasp7 counter	proCasp3 act	MEP2-GFP yeast	GASC-1 inh	RPL19A TOR yeast	CR mimetic SO	AHR activator	LAP4-GFP MLPCN
COC(=O)c1sc(NC(=O)c2ccco2)nc1C	1	5	99	-5	100	116	3	101
COC(=O)c1cc2ccsc2n1Cc1ccccc1F	-3	-3	93	-8	93	117	1	84
COc1ccccc1-c1c(C)oc2c(CN3CCOCC3)c(O)ccc2c1=O	0	9	107	-23	108	94	0	96
CCN1CCCC1CN(Cc1cc2ccc(C)cc2[nH]c1=O)C(=S)Nc1ccc(OC)cc1OC (stereo not drawn)	-7	-8	104	-1	101	96	14	99
O=C(COC(=O)/C=C/c1ccccc1Cl)NCC1CCCO1 (stereo not drawn)	-5	-5	104	9	97	90	-2	89
Cc1ccc(C(C(=O)NCC2CCCO2)N(C(=O)c2snc(C(N)=O)c2N)c2ccc(C)c(C)c2)o1 (stereo not drawn)	-5	1	103	9	102	106	6	96
COc1ccc(-c2nc(CN3CCN(Cc4cccc(F)c4)CC3)c(C)o2)cc1	-9	-6	108	5	99	106	9	95
Cc1ccccc1C(=O)NN1C(=O)CSC1=S	-5	1	100	2	102	99	1	83
CCCNC(=O)N1CCN(Cc2ccco2)CC1	9	-5	105	1	102	86	-1	105
CCN(CC)c1ccc(CNc2nc3ccccc3n2C(C)C)cc1	-4	6	98	-4	102	88	1	115
Cc1ccccc1NC(=O)NCC1CCN(c2ccc(S(=O)(=O)N3CCOCC3)cc2)CC1	6	1	85	0	91	124	2	91
Cc1ccccc1NC(=O)C12CC3CCC1(C)C3(C)CO2 (stereo not drawn)	8	2	104	-10	102	99	3	101
N#Cc1c(-c2cccs2)nc(SCC(=O)c2ccc(Br)cc2)[nH]c1=O	1	-12	100	-8	92	110	7	101
O=C(NN1C(=O)C2C(C1=O)C1C=CC2C12CC2)c1ccc(Cl)cc1 (stereo not drawn)	-3	5	106	2	99	92	0	104
CC1CCN(C(=O)Cn2c(=O)n(-c3ccc(F)cc3)c(=O)c3sccc32)CC1	0	10	104	0	94	98	-1	85
CCN(CC)CCOC(=O)C1(c2ccc([N+](=O)[O-])cc2)CCCC1	4	3	97	.	99	104	-2	100
O=C(O)c1cn[nH]c1-c1cccc([N+](=O)[O-])c1	0	3	111	-5	118	90	-2	117
O=S(=O)(CCOc1ccccc1)c1nc2ccccc2[nH]1	-7	-13	101	1	95	100	0	97
CC[C@]1(c2ccccc2C)ON(c2ccccc2C(F)(F)F)C1=O	3	9	95	5	94	88	-2	104
O=C(Nc1ccccc1NC(=O)c1ccccc1F)c1ccccc1F	.	.	112	1	105	97	.	93
COc1ccc(NC(=O)CSCC(=O)NCc2cccc(C(F)(F)F)c2)cc1	0	5	99	8	95	140	5	90
CCCCCCCCCCCCCCCC[n+]1ccc(C(N)=O)cc1	-7	-15	96	.	96	100	1	111
CC1CCC(NC(=O)CCNS(=O)(=O)c2ccc3c(c2)CCC(=O)N3)CC1 (stereo not drawn)	4	4	93	-3	98	98	1	98
O=C(c1cccc(N2C(=O)C3C4C=CC(C4)C3C2=O)c1)N1CCCCCC1 (stereo not drawn)	7	1	98	-1	97	114	0	108
COc1ccc(-n2cnc3cc(NCc4cccs4)ccc32)cc1	4	-12	93	-20	98	98	29	89
CCOc1ccc2cc(S(=O)(=O)N3CCOCC3)ccc2c1	-9	-5	82	-6	96	105	6	102
CCSc1nnc(NC(=O)CSc2nc3c(c(=O)n2CCOC)SC(C)C3)s1 (stereo not drawn)	7	6	92	8	95	101	3	89
Cc1ccc(N2C(=N)/C(=C3/Nc4ccccc4S3)C(c3ccccc3)C2=O)cc1 (stereo not drawn)	0	0	98	-2	88	89	7	147
CC1CN(Cc2nc3c(c(=O)n(C)c(=O)n3C)n2CCc2ccccc2)CC(C)O1 (stereo not drawn)	15	0	95	-6	96	88	6	93
